Mcl-1 Bim block = inhibitors of Bim-Mcl-1 interaction, human; Q07820; Bead-based flow cytometry, Bim peptide-Mcl-1 binding; inhibition, % at 10 µM; actives 0.1% (n = 190,000);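 also: 0% = no compound tracer wells and 100% = peptide blocker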
Target sequence (Q07820 whole entry, looked up): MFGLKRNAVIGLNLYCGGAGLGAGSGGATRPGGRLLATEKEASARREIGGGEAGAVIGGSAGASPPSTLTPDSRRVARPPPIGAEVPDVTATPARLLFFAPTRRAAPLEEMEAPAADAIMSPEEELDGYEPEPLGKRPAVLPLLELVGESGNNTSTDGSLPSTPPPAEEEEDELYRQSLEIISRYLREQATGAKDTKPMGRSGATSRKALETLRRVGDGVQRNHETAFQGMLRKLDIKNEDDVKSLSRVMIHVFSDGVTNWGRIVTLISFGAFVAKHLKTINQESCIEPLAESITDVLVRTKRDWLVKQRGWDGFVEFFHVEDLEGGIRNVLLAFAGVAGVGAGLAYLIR
Bim-Bcl-W = disrupts Bim peptide binding to human Bcl-W; inhibition, % at 10 µM; bead-based flow cytometry; actives 0.02% (n = 190,000); AID 952; Q92843;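 also: 0% = bound tracer without compound and 100% = peptide blocker; higher means less fluorescent Bim peptide bound to Bcl-W beads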
Target sequence (Q92843 whole entry, looked up): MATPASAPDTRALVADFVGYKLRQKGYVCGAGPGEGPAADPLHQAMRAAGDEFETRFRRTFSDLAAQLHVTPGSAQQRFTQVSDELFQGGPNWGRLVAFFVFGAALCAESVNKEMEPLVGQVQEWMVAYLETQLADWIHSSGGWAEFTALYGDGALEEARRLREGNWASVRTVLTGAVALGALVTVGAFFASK
Bcl-B Bim block = disrupts Bim peptide binding to human Bcl-B; AID 951; inhibition, % at 10 µM; actives 0.073% (n = 190,000); bead-based flow cytometry; Q9HD36;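 also: 0% = tracer peptide without compound and 100% = reference inhibitor peptide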
Target sequence (Q9HD36 whole entry, looked up): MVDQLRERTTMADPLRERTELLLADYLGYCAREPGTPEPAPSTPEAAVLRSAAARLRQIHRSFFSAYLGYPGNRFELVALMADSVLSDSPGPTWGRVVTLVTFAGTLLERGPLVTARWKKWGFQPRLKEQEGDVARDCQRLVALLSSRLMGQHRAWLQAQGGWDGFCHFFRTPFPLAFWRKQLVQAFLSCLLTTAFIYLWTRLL
ABCG2 inh = human ABCG2 inhibition, ABCB1 as counter-screen. Q9UNQ0. IgMXP3 cells, JC-1 efflux, flow cytometry. inhibition, % at 6.6 µM. actives 0.1% (n = 190,000);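 active = inhibition above 80%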;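 also: 0% = DMSO and 100% = nicardipine control wells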
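Test system: IgMXP3 (ABCG2) plus far-red-tagged CCRF-Adr (ABCB1) cells / Amount: 3 million cells/mL in well / Reagent: JC-1 transporter substrate / Timing: 10 min compound exposure, 25 °C / Signal: flow cytometry, 530 nm JC-1 signal / Read-out: percent efflux inhibition, scaled nicardipine 100% to DMSO 0% / Benchmarks: nicardipine as high control, DMSO as low control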
ABCB1 block = blocks JC-1 efflux by human ABCB1 transporter; actives 0.067% (n = 190,000); CCRF-Adr cells, flow cytometry; P08183; AID 1326; inhibition, % at 6.6 µM; in the data active = inhibition above about 40%;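 also: 0% = vehicle and 100% = reference inhibitor; higher value means more JC-1 retained so stronger ABCB1 efflux block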
RGS7-Gao = human RGS7-Galphao interaction regulation. Multiplexed bead flow cytometry, RGS7-Galphao binding; actives lie on both sides. binding response (% of control), % at 10 µM. actives 0.35% (n = 220,000). AID 1439; in the data active = binding response below about 49% or above about 150%; inconclusive = no clear call, values can overlap the other calls; inactive = in between;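 also: fluorescent Galphao held in activated GDP-AlF4 state binding bead-coupled RGS7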
Target sequence (P09471 whole entry, looked up): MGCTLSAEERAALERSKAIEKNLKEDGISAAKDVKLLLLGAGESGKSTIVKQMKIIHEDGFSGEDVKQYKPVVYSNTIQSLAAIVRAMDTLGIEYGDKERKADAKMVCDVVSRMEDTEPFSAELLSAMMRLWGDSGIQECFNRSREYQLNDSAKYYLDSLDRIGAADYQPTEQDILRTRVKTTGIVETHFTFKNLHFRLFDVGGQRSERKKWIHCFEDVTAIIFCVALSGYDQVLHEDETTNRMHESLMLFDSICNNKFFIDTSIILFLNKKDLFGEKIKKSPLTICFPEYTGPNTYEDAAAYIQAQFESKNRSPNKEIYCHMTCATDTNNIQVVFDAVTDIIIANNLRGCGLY
Bcl-XL Bim block = human Bim-Bcl-XL interaction inhibition; Q07817; Bim peptide-Bcl-XL binding, bead flow cytometry, fluorescence; inhibition, % at 10 µM; actives 0.04% (n = 190,000)
Bfl-1 Bim block = disrupts Bim binding to human Bfl-1; inhibition, % at 10 µM; Q16548; Bead-based flow cytometry, Bim-Bfl-1 binding inhibition; actives 0.12% (n = 190,000);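 also: 0% = wells without compound plus tracer and 100% = blocker peptide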
Bcl-2 Bim block = disrupts Bim peptide binding to human Bcl-2. P10415. actives 0.06% (n = 190,000). inhibition, % at 10 µM. Bead-based flow cytometry, Bim peptide-Bcl-2 binding. AID 950; in the data active = inhibition above about 40%; inconclusive = no clear call, values can overlap the other calls;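 also: 0% = no compound wells with probe peptide and 100% = reference peptide inhibitor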
RGS4-Gao reg = human RGS4-Galphao interaction regulation. actives 0.33% (n = 220,000). binding response (% of control), % at 10 µM. Multiplexed bead flow cytometry, RGS4-Galphao binding; actives lie on both sides. P09471; in the data active = binding response below about 49% or above about 150%; inactive = in between;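 also: fluorescent Galphao activated with aluminum fluoride binding bead-coupled RGS4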
RGS8-Gao = regulators of human RGS8-Galphao interaction; multiplexed bead flow cytometry, RGS8-Galphao binding; actives lie on both sides; response (percent of control binding), % at 10 µM; actives 0.34% (n = 220,000); in the data active = response below about 60% or above about 140%; inactive = in between;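 also: Galphao activated as the GDP aluminium fluoride complex binding bead-coupled RGS8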
The depositor's hits bear a star; u = inconclusive; x = not tested or not shown. Rule as the data show it, unless noted: active = inhibition above about 40%.

Start of the data: the first 2 compounds, ahead of the listing:
SMILES | Mcl-1 Bim block | Bim-Bcl-W | Bcl-B Bim block | ABCG2 inh | ABCB1 block | RGS7-Gao | Bcl-XL Bim block | Bfl-1 Bim block | Bcl-2 Bim block | RGS4-Gao reg | RGS8-Gao
COc1ccccc1/C=N/n1cnnc1 | -1 | 0 | -6 | 3 | 0.7 | 102 | -3 | -8 | -6 | 99 | 101
CCC(=O)Nc1ccccc1C(=O)OC(c1ccccc1)c1ccccc1 | -2 | -1 | -5 | 9 | 2.1 | 94 | -1 | 0 | 1 | 99 | 90

Main list, repeating the preview:
SMILES | Mcl-1 Bim block | Bim-Bcl-W | Bcl-B Bim block | ABCG2 inh | ABCB1 block | RGS7-Gao | Bcl-XL Bim block | Bfl-1 Bim block | Bcl-2 Bim block | RGS4-Gao reg | RGS8-Gao
COc1ccccc1/C=N/n1cnnc1 | -1 | 0 | -6 | 3 | 0.7 | 102 | -3 | -8 | -6 | 99 | 101
CCC(=O)Nc1ccccc1C(=O)OC(c1ccccc1)c1ccccc1 | -2 | -1 | -5 | 9 | 2.1 | 94 | -1 | 0 | 1 | 99 | 90
CCOC(=O)c1c(N)sc(C(=O)N2CCCCC2)c1C | -1 | 1 | 0 | 8 | 1.1 | 102 | -2 | 0 | 0 | 98 | 100
Cc1ccc(OCCCOc2cccc3cccnc23)cc1C | 1 | -1 | 2 | 0 | 0.5 | 95 | 0 | 0 | 1 | 94 | 100
Cc1cc2nc(N)sc2cc1C | 0 | 4 | -7 | 0 | 0.1 | 102 | -9 | -7 | -4 | 103 | 103
COc1ccc(Cc2nnc(NC(=O)Cc3cccs3)s2)cc1 | -5 | -3 | -2 | -1 | -0.1 | 81 | -2 | -3 | -3 | 89 | 94
CC(C)(C)c1ccc(C2(C)NC(=O)N(CC(=O)Nc3ccc4c(c3)OCO4)C2=O)cc1 (stereo not drawn) | 0 | 2 | -4 | 1 | 0.1 | 101 | 0 | -12 | -3 | 100 | 100
Cc1ccc(C)c(S(=O)(=O)N2CCN(C(=O)Cn3c(C(F)(F)F)nc4ccccc43)CC2)c1 | -2 | -4 | 0 | 2 | 0.7 | 97 | -1 | 0 | 0 | 98 | 97
O=C(Nc1cc(C(F)(F)F)ccc1N1CCOCC1)c1ccc(Br)o1 | -2 | -3 | -3 | 3 | -0.1 | 95 | -1 | -2 | -5 | 94 | 101
O=C1N(C2CCCC2)C[C@@H]2C[C@@H](c3cn[nH]c3-c3ccc(Cl)cc3)N3CCC[C@@]123 | 0 | -1 | -7 | 3 | 1.0 | 96 | -4 | -4 | 0 | 97 | 107
O=c1ccn(CCOc2ccc(Cl)cc2)c(=O)[nH]1 | 0 | -1 | 0 | 2 | 0.3 | 99 | -4 | 0 | 0 | 101 | 100
CCOc1ccc(OCC)c(NC(=O)CC2Oc3ccc(C)cc3NC2=O)c1 (stereo not drawn) | -6 | -3 | -1 | 1 | 0.1 | 105 | -3 | -2 | 1 | 101 | 104
CC(C)c1ccc(/C=C2\CC/C(=C\C=N\N(C)C)C2=O)cc1 | -1 | 0 | -7 | 8 | 0.8 | 96 | -1 | -6 | -5 | 100 | 100
CCCCOc1ccc(/C=C/C(=O)OCC(=O)NC(=O)NCC(C)C)cc1OCC | -10 | -10 | -6 | 17 | 0.7 | 104 | -5 | -5 | -7 | 101 | 99
CCOC(=S)SCc1cn2cccc(C)c2n1 | -5 | -3 | 0 | 4 | 0.8 | 104 | -1 | 1 | 0 | 100 | 99
CC1CN(c2nc3c(c(=O)n(Cc4ccc(Cl)cc4)c(=O)n3C)n2C)CC(C)O1 (stereo not drawn) | 12 | 8 | -2 | 15 | 2.8 | 98 | 1 | -1 | 2 | 99 | 103
CN1C(=S)SC(/[N+]([O-])=C\c2ccc(Cl)cc2)C1(C)C (stereo not drawn) | -1 | -1 | -2 | 0 | 0.0 | 105 | 0 | -2 | -3 | 106 | 106
O=C(c1ccccc1)c1ccc2nc(-c3ccco3)c(-c3ccco3)nc2c1 | 18 | 26 | -9 | -1 | -0.3 | 83 | 12 | 47* | 26 | 96 | 87
CCCCn1c(=S)[nH]c2ccc(N3CCOCC3)cc2c1=O | 0 | 1 | -81 | 3 | 1.0 | 113 | -1 | 10 | -3 | 105 | 102
CCn1c(SCC(=O)Nc2cc(C)ccc2C)nc2c(c1=O)SC(C)C2 (stereo not drawn) | 2 | 4 | -3 | 1 | -0.6 | 99 | -2 | -9 | -5 | 103 | 104
COc1ccc(Cl)cc1Nc1nc(-c2sc(NC(=O)c3ccccc3)nc2C)cs1 | -2 | -2 | -4 | -4 | -1.2 | 98 | -4 | -1 | -1 | 100 | 98
COc1cccc(NC(=O)c2ccccc2-c2nc(-c3ccccc3)no2)c1 | -3 | -2 | -8 | 3 | 0.3 | 87 | -8 | -13 | -10 | 88 | 91
CCOc1ccc2nc(Cl)c(/C=C/C(=O)c3ccco3)cc2c1 | 2 | 0 | -7 | 3 | 0.6 | 104 | -2 | -12 | -2 | 100 | 101
CCc1nnc(NC(=O)C2CCCN2C(=O)Nc2ccccc2)s1 (stereo not drawn) | 0 | 0 | 3 | 9 | 0.4 | 91 | 1 | 4 | -2 | 98 | 99
C(=N/Nc1cc(N2CCOCC2)nc(N2CCOCC2)n1)/c1ccccc1 | 0 | 0 | -4 | 4 | x | 100 | -2 | 0 | -3 | 102 | 104
COCCNC(=O)/C(C#N)=C/c1ccc(OC(=O)c2cccs2)c(OC)c1 | -1 | -1 | -4 | 1 | 0.3 | 99 | 0 | -4 | -1 | 101 | 99
CC1CC1c1ccc(/C=C(\C#N)C(=O)Nc2ccc(Cl)cc2)o1 (stereo not drawn) | -5 | -6 | 2 | 55 | 1.4 | 103 | -3 | 3 | 1 | 100 | 101
COc1ccc(Cl)cc1NC(=O)N1CCN(C2CCCCC2)CC1 | -2 | 0 | -6 | 2 | 0.5 | 103 | -13 | -14 | -12 | 103 | 102
COc1ccc(-c2cn(-c3ccc(C)cc3)c(=O)n2CC(=O)Nc2ccc(OC)c(OC)c2)cc1 | -4 | 0 | -7 | 36 | 3.7 | 108 | -5 | -17 | -14 | 107 | 108
COc1ccc(N(CN2C(=O)C3CC=CCC3C2=O)C(=O)c2ccco2)cc1 (stereo not drawn) | -1 | 0 | -7 | 2 | 0.4 | 91 | -4 | -13 | -4 | 97 | 101
O=C(CNC(=O)COc1ccccc1)NCCc1ccccn1 | 0 | 0 | -4 | 7 | 0.1 | 107 | -1 | -6 | -2 | 99 | 103
O=C(Nc1cccc(C(F)(F)F)c1)C1CCCN(c2ncccn2)C1 (stereo not drawn) | 2 | 3 | -4 | 3 | 0.3 | 101 | -3 | -12 | -1 | 103 | 101
CC(=O)c1ccc(Nc2cc(C)nc3ccccc23)cc1 | -2 | -5 | -1 | 3 | 0.1 | 99 | -5 | -4 | 0 | 106 | 102
Cc1ccc(NC(=O)C2OCCc3ccccc32)cc1 (stereo not drawn) | 5 | 2 | -1 | 1 | 0.2 | 99 | 2 | 5 | 1 | 104 | 103
CC1(C#CC[N+]2(C)CCCCC2)CCC2C(O1)c1ccccc1OC2(C)C (stereo not drawn) | -4 | -1 | -11 | -1 | 0.1 | 91 | -5 | -5 | -5 | 105 | 104
C[C@@H](C(=O)N1CCN(C(=O)OC(C)(C)C)CC1)n1cc(CCC(=O)O)nn1 | 0 | 0 | 0 | 1 | 0.4 | 93 | 0 | 0 | -5 | 98 | 100
O=C(CSc1nc(O)c(C2CCCCC2)c(=O)[nH]1)N1CCOCC1 | -2 | -2 | -6 | 2 | 0.8 | 106 | -3 | -5 | -6 | 107 | 108
CC(C)(C)NC(=O)c1cccc(NC(=O)CSc2ccc(Cl)cc2)c1 | -5 | -3 | -7 | 21 | 0.2 | 101 | -8 | -2 | -4 | 101 | 105
Cc1ccc(-n2cc(CN(C)CCc3cn[nH]c3)c(-c3cccc(C)c3)n2)cc1 | -5 | -6 | -5 | 1 | 1.4 | 103 | -3 | -10 | -5 | 102 | 102
C/C(=N\NC(=O)c1ccc(CSc2nncn2C)cc1)c1ccc(Cl)cc1 | -3 | -4 | -6 | 2 | 0.7 | 101 | -5 | -1 | -3 | 100 | 107
Cc1cc(N2CCN(S(=O)(=O)c3ccc(Cl)c(Cl)c3)CC2)c2ccccc2n1 | -3 | -2 | 0 | 18 | 9.4 | u | 0 | 2 | 0 | 99 | 99
CCn1c(CNC(=O)c2ccccc2)nnc1SCC(=O)N1CCN(c2ccccc2)CC1 | -8 | -10 | -12 | -1 | -0.2 | 105 | -9 | -6 | -5 | 105 | 104
COc1ccc(-c2nn(-c3ccccc3)cc2C(=O)Nc2nc(CC(C)=O)ns2)cc1 | -3 | -2 | -3 | -1 | 0.0 | 101 | 0 | 0 | -2 | 99 | 97
COc1c(O)c(O)c2oc(-c3ccccc3)cc(=O)c2c1OC | -2 | 0 | -1 | 5 | -0.4 | 92 | -1 | 0 | -5 | 96 | 96
CCc1cc2c(cc3c(=O)n(CC(=O)NCCCN(CC)CC)nc(CC)n32)s1 | -4 | -1 | -4 | 1 | 0.2 | 102 | -4 | -2 | -3 | 102 | 99
Cc1ccc(-c2nn(C(C)(C)C)c3ncnc(NS(=O)(=O)c4ccc([N+](=O)[O-])cc4)c23)cc1 | -2 | 0 | -8 | 0 | 0.4 | 103 | 0 | -3 | -2 | 104 | 104
O=C(N/N=C/c1cc(Cl)cc([N+](=O)[O-])c1O)NC12CC3CC(CC(C3)C1)C2 | -6 | -4 | -6 | -12 | -4.5 | 96 | -7 | -3 | -5 | 95 | 97
CCCCC(O)(CCCC)C(=O)NN(C(=O)OC)c1ccccc1 | -2 | 0 | -1 | 1 | -0.3 | 105 | 0 | 0 | 1 | 104 | 106
CCOc1ccccc1N(CC(=O)N1CCOCC1)S(=O)(=O)c1ccc(SC)cc1 | -1 | 0 | -8 | 5 | 1.9 | 99 | -5 | -9 | -2 | 105 | 104
O=C(NCC1CCCO1)C(=O)N/N=C/c1ccccc1C(=O)O (stereo not drawn) | -2 | -2 | -2 | 1 | 0.1 | 106 | -2 | -9 | -3 | 108 | 102

Records listed above printed as active in Bfl-1 Bim block.
| SMILES | Mcl-1 Bim block | Bim-Bcl-W | Bcl-B Bim block | ABCB1 block | RGS7-Gao | Bcl-XL Bim block | Bfl-1 Bim block | Bcl-2 Bim block | RGS4-Gao reg | RGS8-Gao |
| --- | --- | --- | --- | --- | --- | --- | --- | --- | --- | --- |
| O=C(c1ccccc1)c1ccc2nc(-c3ccco3)c(-c3ccco3)nc2c1 | 18 | 26 | -9 | -0.3 | 83 | 12 | 47* | 26 | 96 | 87 |

Additional records:
SMILES | Mcl-1 Bim block | Bim-Bcl-W | Bcl-B Bim block | ABCG2 inh | ABCB1 block | RGS7-Gao | Bcl-XL Bim block | Bfl-1 Bim block | Bcl-2 Bim block | RGS4-Gao reg | RGS8-Gao
COC(=O)c1c(C)[nH]c(C(=O)OCC(=O)N2c3ccccc3NC(=O)C2(C)C)c1C | -1 | -4 | -9 | 15 | 1.4 | 100 | -6 | -2 | -7 | 98 | 100
OCCNCCOCCOc1ccccc1-c1ccccc1 | -4 | -1 | 2 | 2 | 1.5 | 108 | -2 | 4 | 0 | 102 | 117
COc1ccc(CN2CCOCC2)c(C)c1C | -2 | -3 | -4 | 5 | 0.5 | 105 | 0 | -2 | -2 | 101 | 105
Oc1ccc(Br)cc1/C=N/N1CCN(Cc2ccccc2)CC1 | -3 | -1 | -10 | 3 | 0.7 | 101 | -4 | -17 | -16 | 104 | 102
CCc1cn(S(=O)(=O)c2ccccc2OC)nc1N | 1 | 2 | -7 | 0 | -0.1 | 98 | -1 | -8 | -2 | 100 | 102

Screening results from PubChem BioAssay.
